LYPLA2 counter = LYPLA2 inhibitors, primary screen, counter-screen for PME1 inhibitor project, biochemical, fluorescence polarization, FP-Rh probe ABPP; recombinant LYPLA2; inhibition, % at 5.9 µM; hit rate 0.38% among 320,000;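 active = inhibition above the screen-wide mean plus 3 SD, limit set per campaign, cut at about 26% in these data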;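 note: 0% = LYPLA2 with DMSO and 100% = wells lacking LYPLA2 enzyme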
ZTA DNA inh = blocks Epstein-Barr virus ZTA, an EBNA-1 counter-screen. P03206. ZTA-DNA binding, fluorescence polarization. inhibition, % at 11 µM. hit rate 0.15% among 320,000; in the data active = inhibition above about 33%
PAFAH2 FP inh = PAFAH2 enzyme inhibitors, primary screen, biochemical, fluorescence polarization, human; recombinant PAFAH2, FP-rhodamine activity probe; AID 492956, 2010; inhibition, % at 3.39 µM; hit rate 0.99% among 340,000; Platelet-activating factor acetylhydrolase 2, cytoplasmic (Homo sapiens), Q99487;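 active = inhibition above the mean over all tested compounds plus 3 SD, cut at about 30% in these data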;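 note: inhibitors block probe labeling of enzyme so polarization drops; 0% = enzyme with DMSO and 100% = wells lacking PAFAH2 protein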
LYPLA1 inh = LYPLA1 inhibitors, primary screen, counter-screen for PME1 inhibitor project, biochemical, fluorescence polarization, FP-Rh probe ABPP | Acyl-protein thioesterase 1 (Homo sapiens), O75608 | inhibition, % at 5.9 µM | hit rate 0.16% among 320,000 | recombinant LYPLA1;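 active = inhibition above the mean of all tested compounds plus 3 SD, set per campaign, cut at about 14% in these data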;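 note: inhibitors block serine hydrolase probe labeling of LYPLA1 so polarization falls; 0% = enzyme with DMSO and 100% = wells lacking LYPLA1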
Target sequence (O75608 whole entry, looked up): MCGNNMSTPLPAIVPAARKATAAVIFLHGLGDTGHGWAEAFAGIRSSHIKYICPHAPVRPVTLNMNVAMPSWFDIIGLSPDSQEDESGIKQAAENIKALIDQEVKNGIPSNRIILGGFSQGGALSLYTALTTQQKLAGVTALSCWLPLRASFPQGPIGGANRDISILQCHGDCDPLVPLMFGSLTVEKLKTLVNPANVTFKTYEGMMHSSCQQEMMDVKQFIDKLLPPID
EBNA-1 inhibitor = EBNA-1 DNA-binding inhibitors, primary screen, biochemical, fluorescence polarization; inhibition, % at 14.8 µM; hit rate 0.34% among 300,000; AID 1950, 2009; in the data active = inhibition above about 28%
PREPL inhibitor = PREPL enzyme inhibitors, primary screen, biochemical, fluorescence polarization; AID 2751, 2010; inhibition, % at 5.96 µM; recombinant PREPL, fluorescence polarization activity-based probe; hit rate 0.68% among 320,000; in the data active = inhibition above about 43%;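 note: 0% = enzyme with DMSO and 100% = wells lacking enzyme; many of its hits are not listed in these tables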
PAD4 inh = human PAD4 inhibitors, primary screen, biochemical, fluorescence polarization, 1536-well format. Protein-arginine deiminase type-4 (Homo sapiens), Q9UM07. recombinant PAD4, RCA probe fluorescence polarization. inhibition, % at 6.36 µM. hit rate 0.41% among 330,000. AID 485272, 2010;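 active = percent inhibition above a cutoff equal to the mean of all tested compounds plus 3 SD, cut at about 15% in these data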;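 note: 0% = PAD4 with RCA probe and DMSO and 100% = probe without PAD4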
Target sequence (Q9UM07 whole entry, looked up): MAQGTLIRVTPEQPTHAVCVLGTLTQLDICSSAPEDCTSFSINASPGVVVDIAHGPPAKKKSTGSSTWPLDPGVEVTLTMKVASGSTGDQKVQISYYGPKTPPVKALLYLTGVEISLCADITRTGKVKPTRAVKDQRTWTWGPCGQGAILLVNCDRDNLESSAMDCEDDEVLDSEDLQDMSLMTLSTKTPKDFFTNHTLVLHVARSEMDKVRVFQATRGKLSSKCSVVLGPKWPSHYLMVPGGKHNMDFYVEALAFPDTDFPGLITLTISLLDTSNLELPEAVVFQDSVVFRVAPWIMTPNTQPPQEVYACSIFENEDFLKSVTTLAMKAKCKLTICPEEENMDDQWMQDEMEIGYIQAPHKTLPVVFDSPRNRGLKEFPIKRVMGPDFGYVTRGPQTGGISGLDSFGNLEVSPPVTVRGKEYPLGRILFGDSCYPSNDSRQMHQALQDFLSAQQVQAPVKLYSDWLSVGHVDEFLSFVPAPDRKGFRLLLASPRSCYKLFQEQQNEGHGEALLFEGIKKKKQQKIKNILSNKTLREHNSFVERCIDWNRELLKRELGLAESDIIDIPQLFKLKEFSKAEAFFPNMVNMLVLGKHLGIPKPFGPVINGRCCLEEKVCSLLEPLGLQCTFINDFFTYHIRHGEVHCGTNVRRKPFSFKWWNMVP
PAFAH1B3 inh = PAFAH1B3 enzyme inhibitors, primary screen, biochemical, fluorescence polarization, human | recombinant PAFAH1B3, FP-rhodamine probe | inhibition, % at 3.39 µM | hit rate 0.28% among 340,000;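 active = inhibition above the screen-wide average of all tested compounds plus 3 SD, cut at about 25% in these data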;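 note: 0% = enzyme with DMSO only and 100% = wells lacking PAFAH1B3 protein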
GSTO1 inh = inhibitors of recombinant GSTO1, primary screen, counter-screen for RBBP9 inhibitor project, biochemical, fluorescence polarization; activity-based probe fluorescence polarization; inhibition, % at 5.96 µM; hit rate 1.1% among 300,000; AID 1974, 2009;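 active = inhibition above the campaign mean inhibition plus 3 SD, cut at about 35% in these data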;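 note: 0% = GSTO1-1 with DMSO and 100% = wells lacking GSTO1-1 enzyme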
Starred values were filed as active, the others as inactive; . = not tested or not shown. Only part of the results is shown. The share of hits here may be higher or lower than overall.

SMILES	LYPLA2 counter	ZTA DNA inh	PAFAH2 FP inh	LYPLA1 inh	EBNA-1 inhibitor	PREPL inhibitor	PAD4 inh	PAFAH1B3 inh	GSTO1 inh
COc1ccc(OC)c(-c2cc(C(=O)Nc3c(C)nn(Cc4ccc(Cl)cc4)c3C)no2)c1	44*	-3	-3	12	2	2	0	4	-12
N#Cc1ccccc1S(=O)(=O)N1CCN(C(=O)C2COc3ccccc3O2)CC1 (stereo unspecified)	3	18	0	1	.	3	1	3	.
CCN(CC)C(C)C(=O)NCC1(c2ccccc2)CCOCC1 (stereo unspecified)	0	-5	0	-2	-10	5	0	3	-1
CN(C)CCNC(=O)C(=O)NCC1OCCN1S(=O)(=O)c1ccc2c(c1)OCCO2 (stereo unspecified)	1	4	0	0	4	-7	-3	7	0
O=C(Cc1ccccc1)NCC(=O)N/N=C/c1cccnc1	0	-8	-5	-3	-3	-4	-2	0	0
CC1(C)c2ccccc2N2CC(=O)N[C@@]21/C=C/C=C/c1ccccc1	4	-17	5	0	7	8	1	1	6
CCOC(=O)c1cnc(-c2ccccc2)nc1N(C)C	-1	-12	-7	-2	-10	-2	-2	8	15
CCN(CC)CCCN1C(=O)C(O)=C(C(=O)c2cc3cccc(OC)c3o2)C1c1ccncc1 (stereo unspecified)	5	4	-9	-4	-9	-2	-5	-1	2
CC1=C(C#N)C(=O)NC(C)(C)C1	-2	-2	7	-1	-2	9	4	4	3
Cc1cccc(CSCC(=O)NCc2ccc(S(N)(=O)=O)cc2)c1	5	-8	7	8	-7	3	2	6	6
CN(C)C(CNc1ccc([N+](=O)[O-])cc1C#N)c1ccccc1 (stereo unspecified)	5	-22	-1	-1	-11	-2	-2	3	28
CC(C)NC(=O)Nc1cccc2c1O[C@H](CN(C)C(=O)Nc1ccccc1)[C@@H](C)CN([C@H](C)CO)C2=O	.	.	-3	.	.	7	1	-5	.
CCCC1C2CN(C(C)=O)CC=C2C(C#N)=C(N)C1(C#N)C#N (stereo unspecified)	-2	-18	-5	-2	-10	1	-2	5	2
CCOc1ccc(N(C)C(=O)CCc2nnc3ccc(N4CCC5(CC4)OCCO5)nn23)cc1	0	-3	5	0	-18	11	-3	9	1
CCOC(=O)c1c(NC(=O)CCN2CCOCC2)sc(C)c1-c1ccccc1	3	14	12	-2	4	-5	0	1	1
O=C(CN1C(=O)COc2ccc(S(=O)(=O)N3CCCC3)cc21)NC1CCCCCCC1	2	-14	.	-1	-11	-5	-2	.	0
O=C(O)CC(CN1C(=O)c2ccccc2C1=O)c1ccccc1 (stereo unspecified)	8	-5	-2	2	1	3	2	0	-3
CCC(CO)Oc1cc(NCc2ccc(Cl)cc2)c2ncn(C(C)C)c2c1 (stereo unspecified)	.	.	6	.	.	48*	-9	7	.
CN1CCN(S(=O)(=O)c2cccc(C(=O)Nc3ccccc3N3CCOCC3)c2)CC1	4	-9	-9	3	4	5	1	2	5
O=C(Nc1ccc(C(=O)O)cc1)/C(=C\c1cccc([N+](=O)[O-])c1)NC(=O)c1ccc(Br)o1	9	10	-4	0	3	8	-3	5	-1
C[C@H](NC(=O)c1[nH]cnc1C(=O)Nc1ccc(CNC(=O)OC(C)(C)C)cc1)C(=O)OCc1ccccc1	-7	-4	1	-3	8	-4	-5	1	-7
O=C1CCCN1c1ccc(S(=O)(=O)NCc2ccc(F)cc2)cc1	4	-25	-4	3	-10	1	3	10	3
COc1ccc2c(c1)CCCC21NC(=O)N(CC(=O)N2CC(C)OC(C)C2)C1=O (stereo unspecified)	.	.	3	.	.	7	-2	0	.
Cc1cc(C)c(C)c(S(=O)(=O)N2C(=S)NC(=O)C2C(C)C)c1C (stereo unspecified)	-2	-7	2	-4	-5	-1	-2	3	4
CCN(CC)S(=O)(=O)c1ccc(N2C(=O)Nc3ccccc3N2O)cc1	0	16	-6	0	12	-4	2	5	2
CC(C)Oc1ccc(NC(=O)c2ccncc2)cc1	7	4	1	1	-4	-6	-5	-3	-2
CCn1c(CC(=O)Nc2ccc(C)cc2)nnc1SCC(=O)NCCc1ccccc1	1	-9	-8	2	-5	22	1	2	1
O=C(/C=C/c1cn(-c2ccccc2)nc1-c1ccccc1)Nc1ccc(C(=O)O)cc1	-64	12	-48	-30	9	-15	-15	-16	-151
Cn1c(=O)[nH]c(=O)c2c1nc(CN1CCOCC1)n2CCCO	1	-7	1	-1	8	18	-1	9	10
CC(=O)Nc1c(C)nn(C(C)=O)c1C	-2	-10	0	-1	4	13	0	7	6
COc1ccc(CNS(=O)(=O)NCc2ccc(C)cc2)cc1OC	1	-31	10	1	-15	-17	-4	-1	9
COc1cccc(CN2CCN(C(=O)c3cc(-c4cccnc4)nc4ccc(C)cc34)CC2)c1	-1	-1	-2	0	2	-21	-7	5	-3
Cn1nc(C(F)(F)F)c(C#N)c1N1CCN(c2cccc(C(F)(F)F)c2)CC1	-9	3	4	0	3	22	1	5	9
Cc1ncoc1C(=O)N1CCCC(CCC(=O)NCc2ccc(F)c(F)c2)C1 (stereo unspecified)	2	-23	4	2	-12	7	-4	5	3
COc1ccccc1NC(=O)Cn1nnc(C(=O)NCCc2ccccc2)c1N	-4	10	3	-3	1	0	-3	1	5
COc1ccc(-c2cc([C@H]3[C@@H]4C=CCC[C@@]4(C)C(=O)N3Cc3ccccc3)ccc2F)cc1	-4	4	3	-2	-4	15	1	0	-9
CC1(C)C(C=C(Cl)Cl)C1C(=O)OCc1cccc(Oc2ccccc2)c1 (stereo unspecified)	0	4	-5	-4	-13	0	2	6	2
CCN(CC)S(=O)(=O)c1ccc(OC)c(NC(=O)CSc2cc(Cl)ccc2Cl)c1	-26	13	-2	-13	8	-5	-2	-3	1
COc1ccc(-n2c(COc3ccccc3)nnc2SCC(N)=O)cc1	4	7	-5	2	-6	-25	-3	2	-1
CCS(=O)(=O)N1CCC(C(=O)NCCc2ccccc2)CC1	-6	10	-2	-2	4	-1	-3	6	2
CCOc1ccc(-c2c(C(=O)N/N=C/c3sccc3C)nnn2-c2nonc2N)cc1	-17	-4	2	-12	9	-7	-1	-1	-15
CC(=O)Nc1ccc(S(=O)(=O)N2c3ccccc3C(C)=CC2(C)C)cc1	2	-16	7	6	6	-8	-2	5	3
Cc1cc2[nH]c3ccccc3c2c(C)n1	10	1	2	1	11	0	-5	8	3
O=c1cc(N=Nc2ccc(Cl)cc2)[nH]c(=O)[nH]1	-1	-4	-3	1	6	-4	1	0	47*
CS(=O)(=O)Nc1ccc2[nH]c(=O)[nH]c2c1	-8	9	3	3	-14	-1	-1	1	6
COc1cc(C2C(C#N)=C(N)Oc3c2ccc2ccccc32)ccc1OCC(=O)Nc1ccccc1C (stereo unspecified)	-1	-20	-14	-4	-2	31	2	-5	-8
COc1ccccc1NS(=O)(=O)c1ccc2oc(SCc3ccc(F)cc3)nc2c1	-9	-14	-18	-2	3	4	-3	2	-1
COC(=O)c1cc2c(-c3ccccc3)c(C)c3ccccn3c-2c1C(=O)OC	6	-7	11	2	9	16	-3	5	8
N#Cc1c(N)oc(-c2ccco2)c1-c1ccco1	4	8	17	-4	2	6	6	3	9
Cn1c(CNC(=O)c2ccc3c(c2)OCO3)nnc1SCC(=O)Nc1ccc(F)cc1F	-1	9	-2	0	0	4	-5	5	2
CC1CCCCN1C(=O)CCC(=O)Nc1nnc(C2CCCCC2)s1 (stereo unspecified)	4	-14	-6	-1	3	16	-5	7	-2
CCCc1cc(=O)[nH]c(SCC(=O)N(C)CC(=O)Nc2ccc(C)cc2)n1	1	-5	4	2	1	3	5	-4	-2
CCc1nnc(NS(=O)(=O)c2ccc(NC(=O)c3ccc(Cl)cc3)cc2)s1	9	16	-4	-2	-1	9	-1	-7	-2
Cc1ccc(C(=O)Nc2nc(=O)n(C)s2)cc1	-2	-6	3	-2	-4	5	0	7	5
CCc1cc[n+](-c2nc([O-])sc2C=O)cc1	10	-8	8	6	-3	15	1	-5	11
Cc1cc(C(=S)N2CCOCC2)c(C)n1-c1ccc(F)cc1	-3	-2	0	-1	5	0	-3	2	1
O=c1[nH]c2ccsc2c(=O)n1CCO	7	-20	0	4	-2	14	4	-2	7
O=C(c1cc([N+](=O)[O-])ccc1Cl)N1CCc2ccccc21	0	-15	-1	-2	-8	13	3	1	5
Cc1ccccc1NC(=O)NC1(C(=O)N2CCCC2)CCCCC1	-3	-7	18	6	-4	-3	1	5	2
Cc1cc(C)c(OCC(=O)OC(C)C(=O)N2CCc3ccccc32)c(C)c1 (stereo unspecified)	-3	-8	-1	0	-1	-6	-2	6	-2

Next part:
SMILES	LYPLA2 counter	ZTA DNA inh	PAFAH2 FP inh	LYPLA1 inh	EBNA-1 inhibitor	PREPL inhibitor	PAD4 inh	PAFAH1B3 inh	GSTO1 inh
Cc1c(C(=O)N/N=C/c2ccc(N(C)C)cc2)[nH]c2ccc(Cl)cc12	0	0	-3	1	2	8	4	8	-1
CCOc1ccc(NC(=S)Nc2cc(-c3ccccc3)[nH]n2)cc1	-14	2	-8	-19	9	11	1	-4	-30
CC(=O)N(C)c1ccc(NC(=O)Nc2ccc(Cl)cc2)cc1	3	-12	.	-2	-8	16	-3	.	-6
CC1CN(C(=O)c2nn(C)cc2[N+](=O)[O-])CC(C)O1 (stereo unspecified)	5	-7	2	-3	-15	5	1	2	3
CSc1nc2ccc(NC(=O)C3CC(=O)N(Cc4ccco4)C3)cc2s1 (stereo unspecified)	-3	7	12	1	12	-1	4	1	-4
COc1cccc(CN(C)C(=O)c2cc(S(=O)(=O)N3CCN(c4ccccc4)CC3)ccc2Cl)c1	6	-4	4	2	-6	0	-1	1	3
Cc1ccc(-n2[nH]c(C)c(C=Nc3ccc(C)cn3)c2=O)cc1	2	-15	0	1	4	15	-4	4	9
NC(=O)COc1ccc(/C=N\NC(=O)c2ccc(-c3ccccc3)cc2)cc1	5	14	3	0	2	-1	4	-10	0
O=C(Oc1ccccc1)c1cc2ccccc2o1	-4	-6	4	-3	-5	12	-3	5	7
Cc1cccc(NS(=O)(=O)c2ccc(C)c(C(=O)NCC(c3ccccc3)N(C)C)c2)c1 (stereo unspecified)	3	2	11	-2	.	8	5	12	.
CCOc1ccc(/C(C)=N/NC(=O)C(OC)c2ccccc2)cc1 (stereo unspecified)	-1	9	-4	-4	-5	-2	1	6	-3
COc1ccc(OC)c(NC(=O)c2nc(-c3ccccc3)oc2C)c1	-5	10	-7	-1	-8	-2	-3	10	4
CC1CCN(C(=O)Cn2c(SCC(=O)Nc3nccs3)nc3ccccc32)CC1	0	11	1	0	9	-3	2	11	3
CC(C)NC(=O)N(C)C[C@H]1Oc2c(NS(=O)(=O)c3cn(C)cn3)cccc2C(=O)N([C@H](C)CO)C[C@@H]1C	.	.	0	.	.	12	5	-6	.
COCCNC(=O)COC(=O)c1cccnc1SC	0	-7	4	0	-5	2	-6	6	9
CCCCOc1ccc(C(=O)NCC(=O)NC2CCCCC2)cc1	1	2	3	1	.	14	3	2	.

One compound at a time, from the list above. Order of screens: LYPLA2 counter	ZTA DNA inh	PAFAH2 FP inh	LYPLA1 inh	EBNA-1 inhibitor	PREPL inhibitor	PAD4 inh	PAFAH1B3 inh	GSTO1 inh
NC(=O)COc1ccc(/C=N\NC(=O)c2ccc(-c3ccccc3)cc2)cc1 is listed with 5	14	3	0	2	-1	4	-10	0
Cc1cccc(NS(=O)(=O)c2ccc(C)c(C(=O)NCC(c3ccccc3)N(C)C)c2)c1 (stereo unspecified) is listed with 3	2	11	-2	.	8	5	12	.

Source: PubChem BioAssay
